High-throughput results from PubChem.
Mtb RmlCD inh – M. tuberculosis RmlC/RmlD coupled enzyme inhibitors, primary screen, biochemical, compound mixtures, 384-well, from 1536-well plates. dTDP-4-dehydrorhamnose reductase (Mycobacterium tuberculosis (strain ATCC 25618 / H37Rv)) …. RmlC+RmlD coupled enzyme assay, percent inhibition; primary screen in compound mixtures. inhibition, % at 3.6 µM. 160,000 compounds, 0.03% hits. AID 1533, 2009; in the data active = inhibition mostly above about 34%, no sharp cut-off; also: some results filed as inactive read as strong as hits
M. tuberculosis GlmU – inhibition of mycobacterial GlmU enzyme – biochemical, glucosamine-1-phosphate acetyltransferase (AID 1376) | 220,000 compounds, 0.25% hits | Bifunctional protein GlmU (Mycobacterium tuberculosis (strain ATCC 25618 / H37Rv)) | inhibition, %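 (tested at 30 µM in the primary screen)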, or IC50 in µM where a hit was titrated | M. tuberculosis GlmU acetyltransferase enzyme assay; higher % means a stronger effect; in the data active = inhibition above about 13%;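 also: 0% = complete reaction with vehicle and 100% = reaction without substrate; strong numbers were not always called active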
* hit, by the source's call; / = not tested or not shown; & = joins results of further samples. The list is partial; count on the stated rates, not on these rows.

Values run as follows: Mtb RmlCD inh, M. tuberculosis GlmU
> CCn1cc(C(=O)Nc2ccc(NC(=O)c3ccco3)cc2)c(=O)c2ccc(C)nc21
→ 31, 7.7%
> COc1ccc(C(C)=O)cc1COc1ccc(Cl)c(C)c1
→ 4, 3.1%
> Brc1ccc(-c2nnc(-c3ccccc3)c(N3CCSCC3)n2)cc1
→ /, 0.3%
> O=S(=O)(Nc1nc(CN2CCOCC2)nc2sc3c(c12)CCCC3)c1cc(F)ccc1F
→ -3, -0.9%&2.4%
> COc1cc(/C=C/C(=O)OCC(=O)NC(=O)NC(C)(C)C)ccc1O
→ /, -1.6%
> CC(NC(=O)CC(O)(C(F)(F)F)C(F)(F)F)c1ccccc1 (stereo unspecified)
→ /, -0.6%
> CCCc1ccc(C(C)NC(=O)c2cnccn2)cc1 (stereo unspecified)
→ /, 8.6%
> O=C(O)Cn1ncn(-c2ccc(OC(F)(F)F)cc2)c1=O
→ 12, -1.5%
> CC1CCCN(CCCOc2ccc(Cl)cc2Br)C1 (stereo unspecified)
→ /, -2.9%
> O=c1c(C(c2ccccc2)c2c(O)nc3n(c2=O)CCCS3)c(O)nc2n1CCCS2
→ /, -0.9%
> O=C(NC1CCS(=O)(=O)C1)/C(=C\c1ccccc1)NC(=O)c1ccccc1 (stereo unspecified)
→ -6, 1.4%
> Cc1ccc(Cl)cc1-n1ncc2c(NNC(=O)c3ccco3)ncnc21
→ 3, 2.0%
> Cn1c(=O)oc2cc(S(=O)(=O)NCCC(=O)NC3CCCc4ccccc43)ccc21 (stereo unspecified)
→ 39, 5.9%
> CCc1ccccc1NC(=O)N[C@H](C(=O)O)C(C)C
→ /, -0.8%
> CCOC(=O)C1=C(c2ccccc2)N=c2s/c(=C\c3cccc(O)c3)c(=O)n2C1c1cccs1 (stereo unspecified)
→ 9, /
> Brc1c(CSc2nc3ccccc3s2)nc2ncccn12
→ -7, 1.1%
> CN1CCN(CC(=O)Nc2sc3c(c2C#N)CCC(C(C)(C)C)C3)CC1 (stereo unspecified)
→ 6, 2.2%
> CC1=C(C(=O)OCC2CCCO2)C(c2ccc(F)cc2)NC(=O)N1 (stereo unspecified)
→ -5, 6.8%
> COc1ccc(OCC(=O)NNC(=O)c2c(-c3ccccc3Cl)noc2C)cc1
→ 7, -4.2%
> O=C(OCc1cc2ccccc2[nH]c1=O)c1ccc([N+](=O)[O-])cc1
→ 14, -6.4%
> COc1cccc(NC(=O)c2ccccc2-c2nc(-c3ccc(F)cc3)no2)c1
→ 9, 0.8%

In the list so far, 3 have bromine:
Values run as follows: Mtb RmlCD inh, M. tuberculosis GlmU
> Brc1ccc(-c2nnc(-c3ccccc3)c(N3CCSCC3)n2)cc1
→ /, 0.3%
> CC1CCCN(CCCOc2ccc(Cl)cc2Br)C1 (stereo unspecified)
→ /, -2.9%
> Brc1c(CSc2nc3ccccc3s2)nc2ncccn12
→ -7, 1.1%

A second format for some results above:
COc1ccc(C(C)=O)cc1COc1ccc(Cl)c(C)c1
  Mtb RmlCD inh: 4
  M. tuberculosis GlmU: 3.1%

Brc1ccc(-c2nnc(-c3ccccc3)c(N3CCSCC3)n2)cc1
  Mtb RmlCD inh: /
  M. tuberculosis GlmU: 0.3%

Profiles from above.
`O=c1c(C(c2ccccc2)c2c(O)nc3n(c2=O)CCCS3)c(O)nc2n1CCCS2` in the list: Mtb RmlCD inh: /; M. tuberculosis GlmU: -0.9%
`CCOC(=O)C1=C(c2ccccc2)N=c2s/c(=C\c3cccc(O)c3)c(=O)n2C1c1cccs1` (stereo unspecified) in the list: Mtb RmlCD inh: 9; M. tuberculosis GlmU: /
